PV pol inh – inhibitors of poliovirus RNA polymerase binding and polymerization; P03300; poliovirus polymerase elongation, fluorescence polarization; active compounds read low; % elongation, % (compound at 16.7 µg/mL); 0.66% of 150,000 active; AID 588519; in the data active = % elongation below about 90%; also: some results filed as inactive read as strong as hits
Target sequence (P03300 1749-2209 limits assumed): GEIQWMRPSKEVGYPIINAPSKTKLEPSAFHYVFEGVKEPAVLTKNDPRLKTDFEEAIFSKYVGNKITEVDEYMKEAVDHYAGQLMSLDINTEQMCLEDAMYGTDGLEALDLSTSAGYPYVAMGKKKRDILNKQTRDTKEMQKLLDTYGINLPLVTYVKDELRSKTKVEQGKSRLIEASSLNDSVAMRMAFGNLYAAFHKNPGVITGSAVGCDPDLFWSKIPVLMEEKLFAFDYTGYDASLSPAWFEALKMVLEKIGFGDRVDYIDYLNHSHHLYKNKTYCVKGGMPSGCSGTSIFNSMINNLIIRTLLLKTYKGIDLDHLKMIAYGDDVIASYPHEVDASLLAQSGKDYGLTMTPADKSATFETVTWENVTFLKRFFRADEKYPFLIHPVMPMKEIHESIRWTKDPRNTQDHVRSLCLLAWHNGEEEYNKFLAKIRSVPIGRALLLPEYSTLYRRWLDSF
PV pol inh FP z-score – second read-out of PV pol inh, no call of its own (marks repeat the call); z-score; measured here: FP z-score; hits read low
Active calls of the source: *; & = joins results of further samples. Only part of the results is shown; the hit share may differ from the screen's.

SMILES | PV pol inh | PV pol inh FP z-score
Cc1ccc(S(=O)(=O)c2nc(-c3ccccc3Cl)oc2N2CCCCCC2)cc1 | 101 | -1.1
Cc1ccc(N(C)C(=O)c2cc(S(=O)(=O)N3CCOCC3)cn2C)cc1 | 101 | -0.9
CC(=O)Nc1cccs1 | 98 | -0.7
CC(C)(C)NS(=O)(=O)c1ccc2nc(NC(=O)c3cccnc3)sc2c1 | 110 | 0.7
C(CN1CCOCC1)NC1CC2CCC1C2 (stereo unspecified) | 103 | 1
c1ccc(SCc2cn3ccsc3n2)cc1 | 101 | -0.4
CCOc1ccc(/C=C/c2nc(C#N)c(NC3CCCCC3)o2)cc1 | 108 | -0.1
CC(C)C(=O)Nc1ccc([N+](=O)[O-])c(C(F)(F)F)c1 | 100&101 | 0&0.4
Cc1cccc(C(=O)N2CCN(S(=O)(=O)N3CCCCC3)CC2)c1 | 101 | -0.6
CC(C)(C)NC[C@H](O)COc1nsnc1N1CCOCC1 | 102 | 0.2
CCCN(CCC)C(=O)Cn1c(=O)n(-c2ccc(Cl)cc2)c(=O)c2c3c(sc21)CCCC3 | 109 | 1
CC(C)NC(=O)CCn1c(=O)sc2ccccc21 | 107 | 1.9
COC(=O)C1C(=O)N2CCCSC2=C(C#N)C1c1cccs1 (stereo unspecified) | 105 | -0.2
Cc1nnsc1C(=O)Oc1ccc(Cl)cc1 | 102 | -0.1
Cc1nc2c3cccnc3nn2c(C)c1CCC(=O)NCc1ccccc1 | 104 | -0.1
Cc1nn(C)c(C)c1S(=O)(=O)N(CC(=O)N1CCCC1)c1ccc(C(C)C)cc1 | 101 | -0.1
O=C(Nc1ccc(F)cc1)C1CCCN(c2ncccn2)C1 (stereo unspecified) | 103 | 0.6
CCC1CSC(Nc2cccc(Cl)c2)=N1 (stereo unspecified) | 99 | -0.2
Cn1ccnc1S/C(=C/C=C(C#N)C#N)c1ccc(Cl)cc1 | 101 | 0
Cc1cccc(C)c1NC1=NC(C)(CO)CS1 (stereo unspecified) | 108 | 0.4
Cc1cccc(C2N3CC4(C)CN2CC(C)(C3)C4)c1 (stereo unspecified) | 100 | 0.1
CCn1c(SCc2cc(=O)[nH]c3ccccc23)nnc1C1CC1 | 102 | 0
CCOc1ccccc1CNC(=O)C1CCCN(c2ncnc3onc(-c4ccc(F)cc4)c23)C1 (stereo unspecified) | 105 | -0.3
COc1ccc(S(=O)(=O)Nc2cncc(C(=O)N3CCN(c4ccc(F)cc4)CC3)c2)cc1 | 100 | -0.4
O=C1CC(Sc2ccc(Cl)cc2)C(=O)N1Cc1cccnc1 (stereo unspecified) | 101 | 0.1
Cc1c(NC(=O)c2ccccc2F)cccc1-c1nc2cccnc2s1 | 110 | 0.1
O=C(CO)Nc1cccc2nsnc12 | 105 | 0.3
FC(F)(F)c1ccc(Cl)c(NNC2=NCCCCC2)c1 | 102 | 0.2
CCCS(=O)(=O)NCc1cn2c(C)csc2n1 | 99 | -2.1
Cn1c(CN2CC(c3ccccc3)CC2=O)n[nH]c1=S (stereo unspecified) | 100 | -0.1
CCN1C(=S)SC(=O)C1=C1C=C(C)N(CCOC)C(C)=C1 | 144 | 5.1
O=C(Cc1ccc(F)cc1)NCCc1csc(-c2cccc(F)c2)n1 | 109 | 0.6
Cc1cccc(NC(=O)CCS(=O)(=O)c2cc(Br)cc3c2N(C(=O)C2CC2)CC3)c1 | 99 | -1.7
O=S1(=O)N=C2CCCCCN2C(c2ccc(Br)cc2)N1 (stereo unspecified) | 22* | -5*
Cc1cccnc1NC(=O)NC(C)(C(F)(F)F)C(F)(F)F | 102 | 0
CC(C)c1ccc(C(=O)COC(=O)C(O)c2ccccc2)cc1 (stereo unspecified) | 101 | -0.3
Cc1cc(Cl)ccc1OCc1nnc(SCC(=O)O)n1C1CCCCC1 | 103 | 0.1
Cc1cc(F)ccc1S(=O)(=O)Nc1ccc2c(c1)N(C(=O)C1CC1)CCC2 | 105 | 0.9
O=C(N1CCOCC1)N1CCC(NC(=O)C23CC4CC(CC(C4)C2)C3)CC1 | 102 | 0.3
Cc1ccc(Cl)cc1NC(=O)c1cc(S(=O)(=O)N2CCCCCC2)cn1C | 102 | -0.9
CCCN(CCC)C(=O)C1CCN(c2ncnc3c2nc2n3CCCCC2)CC1 | 106 | -0.1
CCCc1cc(=O)[nH]c2nnc(SCCC(C)C)n12 | 114 | 1.7
Cc1noc(C)c1S(=O)(=O)N1CCC(C(=O)NCCCN2CC(C)CC(C)C2)CC1 (stereo unspecified) | 101 | 0.2
CC1Cc2ccccc2N1C(=O)COC(=O)c1ccccc1N=NN(C)C (stereo unspecified) | 105 | 0.2
NS(=O)(=O)c1ccc(S(=O)(=O)NCCc2c[nH]c3ccccc23)cc1 | 101 | -0.1
NS(=O)(=O)c1csc(C(=O)Nc2ccccc2)c1 | 102 | -0.4
CN(Cc1ccccc1)C(=O)C1=CC(c2cccs2)=NS(=O)(=O)N1C | 102 | 0.1
O=C(CSc1ncnc2nc[nH]c12)c1ccc2ccccc2c1 | 100 | -0.3
COc1cc(OC)c(N(C)C(=O)Cn2ncc3c(=O)oc4ccccc4c32)cc1Cl | 107 | -0.2
Cc1ccc(CNC(=O)c2cc(C3CC3)nc3c2cnn3C(C)C)cc1 | 107 | 0.7

Additional records.
SMILES | PV pol inh | PV pol inh FP z-score
CN1CCc2nc3sc(C(N)=O)c(N)c3cc2C1 | 99 | -0.1
OC1c2ccccc2-c2ccccc2C1O (stereo unspecified) | 103 | 0.3
Cc1noc(C)c1CN1C(=O)NC(CCc2ccccc2)C1=O (stereo unspecified) | 102 | -0.1
COc1cc2nc(CN(C)Cc3ccc(C)o3)[nH]c(=O)c2cc1OC | 103 | 0.1
c1ccc(N=P(c2ccc(N3CCOCC3)cc2N2CCOCC2)(N2CCOCC2)N2CCOCC2)cc1 | 110 | 0.4
CC(C)(CO)NC(=O)NCC12CC3CC(CC(C3)C1)C2 | 102 | 0.2
CCOc1ccccc1NC(=O)CSc1nc2c(sc3ccccc32)c(=O)n1CCCC(=O)NC1CCCC1 | 101 | -0.3
CCc1ccccc1NC(=O)Cn1c(=O)n(Cc2ccccc2)c(=O)c2c(C)c(C(=O)N(C)C)sc21 | 109 | 0.7
CN(C)C1(CNC(=O)C2COc3ccccc3O2)CCCCC1 (stereo unspecified) | 102 | 0.2
Cc1cc(C)n2nc(SCC(=O)N3CCNC3=O)nc2n1 | 93 | -1.3
CCc1ccc(NC(=O)Cn2c(=O)n(CCCC(=O)NCc3ccccc3OC)c(=O)c3ccccc32)cc1 | 102 | -1.1
O=c1[nH]c2cc3c(cc2cc1CN(CCN1CCOCC1)C(=S)Nc1ccccc1)OCCO3 | 101 | -0.1
CC(C)(C)c1cc(C(C)(C)C)c2oc(=O)c(-c3nc4ccc(C(=O)O)cc4[nH]3)cc2c1 | 98 | -1.3
COc1ccc(-c2[nH]c(-c3ccc(Cl)cc3)nc2SCC(=O)NCC2CCCO2)cc1 (stereo unspecified) | 115 | 0.7
COc1ccc(C(CC(=O)O)N2C(=O)c3ccccc3C2=O)cc1 (stereo unspecified) | 98 | -0.7
Cc1ccc(S(=O)(=O)N2CCCc3cc(NS(=O)(=O)c4ccccc4)ccc32)cc1 | 108 | 0.3
COCCN(Cc1ccccc1)C(=O)c1cccc(S(=O)(=O)N2CC(C)OC(C)C2)c1 (stereo unspecified) | 105 | 0.1
CCc1ccc(OCC(=O)Nc2cc(-c3nc4ccccc4o3)ccc2OC)cc1 | 101 | -0.2
CCCNC(=O)c1ccc(-c2nc(CS(=O)c3ccccc3)c(C)o2)cc1 (stereo unspecified) | 105 | 1.2
O=C(C[n+]1cccc(/C=N/O)c1)NCc1ccccc1 | 104 | 0.6
Cc1nn(-c2ccccc2)c2nc3c(cc12)C(=O)CC(C)(C)C3 | 102 | 0.3
COCCNC(=O)Cc1ccc(C)cc1 | 99 | -0.5
CCN1C(=O)C(Cc2nc3ccccc3c(=O)n2CC)c2ccccc21 (stereo unspecified) | 100 | -1
CCOc1ccc(NC(=O)Nc2c[nH]c(=O)[nH]c2=O)cc1 | 105 | 0.2
COc1ccc(CNC(=O)c2ccc3c(c2)N(Cc2ccc(C)cc2)CCS3)cc1 | 103 | -0.4
Cc1ccc(S(=O)(=O)N(Cc2nc(-c3ccc(Cl)cc3)no2)C2CCCCC2)cc1 | 109 | 0.4
CCOC(=O)c1cccc(Nc2cc(C)nc(C)n2)c1 | 113 | 1.3
CCN(CC)c1ccc(NC(=O)c2cnn3c(C(F)F)cc(-c4ccccc4)nc23)cc1 | 107 | 0.6
CN(CCc1ccccn1)c1ncnc2[nH]ncc12 | 104 | 0.2
CC(=O)c1ccc(NC(=O)C2=CC(c3ccc4c(c3)OCO4)=NS(=O)(=O)N2C)cc1 | 108 | 0
COc1ccc(NC(=O)C2(C)c3ccccc3-c3ccccc32)cc1 | 104 | 0.2
COc1ccc(Br)cc1CNC(=O)CN1CCSc2ccccc21 | 103 | -0.8
CCc1noc(-c2ccc(N3CCCCC3)c([N+](=O)[O-])c2)n1 | 101 | -1.5
COC(=O)C1C2C=CC3(CN(C(C)c4ccncc4)C(=O)C13)O2 (stereo unspecified) | 97 | -1.1
N#C/C(=C(/O)CCCl)c1ccccn1 | 100 | -0.5
CC(C)(C)c1ccccc1OCC(=O)NCc1ccccc1 | 102 | 0
CCN1CCN(C(=O)c2cn(-c3ccccc3)nc2-c2ccc(OC)cc2)CC1 | 101 | -0.1
CCP(=O)(CC)Nc1cccc(C(F)(F)F)c1 | 99 | -0.2
S=c1[nH]c2ccc3ccccc3c2[nH]1 | 103 | 0.4
O=C(c1ccccc1)n1c(=O)oc2ccccc21 | 102 | 0.7
CN(C)[C@@H]1C(=O)C(C(N)=O)=C(O)[C@@]2(O)C(=O)C3=C(O)c4c(O)cccc4[C@@](C)(O)[C@H]3[C@H](O)[C@@H]12 | 100&99 | 0.1&-0.3
COc1ccc(OC)c(S(=O)(=O)NCC(c2ccco2)S(=O)(=O)c2ccccc2)c1 (stereo unspecified) | 105 | -0.1
O=C(c1ccc2ccccc2n1)N1CCCCCC1 | 101 | -0.3
CSc1ccc(CCNCc2c(C(=O)O)n(C)c3cc(C)ccc23)cc1 | 103 | 0.1
COCc1nnc(NC(=O)c2cc(OC)c(OC)c(OC)c2)s1 | 103 | -0.4
Cc1oc(-c2ccc(Cl)cc2)nc1CN1CCCC(C(=O)NCc2ccc(Cl)cc2)C1 (stereo unspecified) | 107 | 0.3
Cc1c(C(=O)O)sc2[nH]c(=S)[nH]c(=O)c12 | 98 | -1.4
CCOc1ccc2[nH]c(=S)c(C#N)cc2c1 | 97 | -0.8
CCn1c(SCC(O)c2ccccc2)nnc1-c1ccccc1 (stereo unspecified) | 101 | 0
NC(=O)CSc1nc2cc(Cl)ccc2o1 | 101 | -0.2

Of the compounds above, these contain a nitro group on carbon.
SMILES | PV pol inh | PV pol inh FP z-score
CC(C)C(=O)Nc1ccc([N+](=O)[O-])c(C(F)(F)F)c1 | 100&101 | 0&0.4
CCc1noc(-c2ccc(N3CCCCC3)c([N+](=O)[O-])c2)n1 | 101 | -1.5

Additional records follow:
SMILES | PV pol inh | PV pol inh FP z-score
CCCn1c(NCc2ccccc2C)nc2ccccc21 | 104 | -0.6
CCOC(=O)c1c(NC(=O)CSc2cn(CCNC(=O)c3ccccc3OC)c3ccccc23)sc2c1CCCC2 | 104 | -0.2
CCOc1ccccc1NC(=O)C(CC(C)C)NC(=O)C1CCC(C)CC1 (stereo unspecified) | 107 | 0.5
CCCCCn1c(=O)c2ccccc2n2c(Cn3nnc4ccccc4c3=O)nnc12 | 110 | 0.1
Cc1noc(C)c1CSc1nnc(Nc2ccccc2)s1 | 113 | 0.6
CCOC(=O)c1cc2c(=O)n3ccccc3nc2n(Cc2ccco2)c1=NC(=O)c1ccc(OC)cc1 | 102 | -0.7
Cc1ccc(NC(=O)Cn2c(=O)n(Cc3ccccc3)c(=O)c3sc4ccccc4c32)cc1 | 101 | -1
COc1ccc(NC(=O)c2ccc(CNS(=O)(=O)c3ccc4c(c3)C(C)(C)C(=O)N4C)cc2)cc1 | 121 | 0.6
CCn1nc(-c2ccccc2)c(-c2ccccc2)c(C(=O)Nc2ccccc2C#N)c1=O | 107 | 0.3
CN(CC(=O)NC(=O)Nc1ccc2c(c1)OCCO2)Cc1ccc2c(c1)OCCO2 | 101 | -0.3
O=C(NCc1ccco1)C(Sc1ccccc1)c1ccccc1 (stereo unspecified) | 102 | 0
O=C1S/C(=C/c2ccccc2)C(=O)N1CCOc1ccccc1 | 99 | -0.3
NC(=O)Cn1c(=O)cnc2ccccc21 | 106 | 0.4
Cc1ccc(C)c(NC(=O)C(=O)NCCc2csc3nc(-c4ccccc4C)nn23)c1 | 106 | 0
Cc1cc(=O)oc2cc(OCc3ccc4c(c3)OCO4)ccc12 | 99 | -1.3
O=c1c2ccccc2nc2c3ccccc3c(NCc3ccco3)nn12 | 100 | -0.3

Grouped by structure: the compounds so far with an NH in an aromatic ring (14)
SMILES | PV pol inh | PV pol inh FP z-score
CCn1c(SCc2cc(=O)[nH]c3ccccc23)nnc1C1CC1 | 102 | 0
Cn1c(CN2CC(c3ccccc3)CC2=O)n[nH]c1=S (stereo unspecified) | 100 | -0.1
CCCc1cc(=O)[nH]c2nnc(SCCC(C)C)n12 | 114 | 1.7
NS(=O)(=O)c1ccc(S(=O)(=O)NCCc2c[nH]c3ccccc23)cc1 | 101 | -0.1
O=C(CSc1ncnc2nc[nH]c12)c1ccc2ccccc2c1 | 100 | -0.3
COc1cc2nc(CN(C)Cc3ccc(C)o3)[nH]c(=O)c2cc1OC | 103 | 0.1
O=c1[nH]c2cc3c(cc2cc1CN(CCN1CCOCC1)C(=S)Nc1ccccc1)OCCO3 | 101 | -0.1
CC(C)(C)c1cc(C(C)(C)C)c2oc(=O)c(-c3nc4ccc(C(=O)O)cc4[nH]3)cc2c1 | 98 | -1.3
COc1ccc(-c2[nH]c(-c3ccc(Cl)cc3)nc2SCC(=O)NCC2CCCO2)cc1 (stereo unspecified) | 115 | 0.7
CCOc1ccc(NC(=O)Nc2c[nH]c(=O)[nH]c2=O)cc1 | 105 | 0.2
CN(CCc1ccccn1)c1ncnc2[nH]ncc12 | 104 | 0.2
S=c1[nH]c2ccc3ccccc3c2[nH]1 | 103 | 0.4
Cc1c(C(=O)O)sc2[nH]c(=S)[nH]c(=O)c12 | 98 | -1.4
CCOc1ccc2[nH]c(=S)c(C#N)cc2c1 | 97 | -0.8

Screens (PubChem BioAssay)
